West Nile virus CPE – West Nile virus antiviral activity, cell-based, CPE readout (AID 1621); West Nile virus-infected cells, CPE inhibition; higher % means a stronger effect; CPE inhibition, % at 10 µM, or IC50 in µM where a hit was titrated; 0.02% of 290,000 active; in the data active = a potency from the dose series; inconclusive = CPE inhibition mostly from about 3.7% at the one dose, without a potency; inactive = the rest, 99 in 100 with CPE inhibition below about 2.2%; note: strong numbers were not always called active
Siah-1 displacement – Siah-1 peptide-binding antagonists, primary screen, biochemical, fluorescence polarization, rhodamine-plectin, uHTS (AID 1817); Siah-1 / rhodamine-plectin peptide fluorescence polarization; higher % means a stronger effect; E3 ubiquitin-protein ligase SIAH1 (Homo sapiens); 0.02% of 290,000 active; displacement, % at 20 µM; hits with a dose series show IC50 in µM;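 active = displacement of at least 50% at 20 µM, with a fluorescence ratio check between 0.3 and a set limit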;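 note: plate controls were Siah plus tracer with DMSO for no effect and tracer alone without Siah for full effect; strong numbers were not always called active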
* = called active by the depositor; ? = inconclusive. These rows are one share of the data; the hit share may differ from the screen's.

compound,West Nile virus CPE,Siah-1 displacement
CN1CCN(C(=O)CCCN2C(=O)/C(=C/c3cccc(Br)c3)SC2=S)CC1,?,11%
CN(C(=O)c1cc(S(=O)(=O)N2CCc3ccccc32)cn1C)C1CCCCC1,-1.3%,-1%
COc1ccccc1NC(=O)NCCc1c[nH]c2ccccc12,-0.6%,5%
CCOCCCNC(=O)c1cc2c(=O)[nH]c3ccccc3c2s1,0.6%,-2%
O=C(COc1ccc2c(c1)oc(=O)c1ccccc12)N[C@@H](Cc1c[nH]c2ccccc12)C(=O)O,-0.4%,8%
CCC(=O)Nc1nnc(S(=O)(=O)N2CCCCCC2)s1,1.0%,3%
O=C(COc1cc2oc(=O)c3c(c2cc1Cl)CCCC3)N1C[C@H]2C[C@@H](C1)c1cccc(=O)n1C2,0.2%,-5%
Cc1ccccc1C1c2[nH]c3ccccc3c2C[C@H]2C(=O)N(C3CC3)CC(=O)N12 (stereo not given in full),-0.5%,-2%
CCOC(=O)CCCNC(=O)CCNC(=O)c1ccc(OCC(C)C)cc1,-0.6%,2%
CC1CCCCN1C(=O)c1cc(S(=O)(=O)N2CCCCC2)c[nH]1 (stereo not given),-1.2%,6%
COc1ccc(-c2cc3c(=O)n(CC(=O)NCc4ccccc4F)ncn3n2)cc1,11%,0%
O=C1NCCCC1C(=O)N/N=C/c1cc([N+](=O)[O-])ccc1O (stereo not given),-0.1%,3%
COc1ccc(-n2ncc3c(N4CCC(C)CC4)ncnc32)cc1,-0.3%,6%
Cc1c(Cl)ccc2sc(NC(=O)c3ccco3)nc12,1.0%,-11%
Cc1ccc(C)c(NC(=O)CCC(=O)N2CCOc3ccccc32)c1,-0.8%,15%
CC(C)[C@H](NC(=O)N1c2ccccc2NC(=O)[C@@H]1C(C)C)C(=O)N1CCC(C(=O)O)CC1,-0.1%,-2%
COC(=O)[C@H](C)NC(=O)c1cc2c(cn1)[nH]c1ccccc12,-1.1%,3%
COc1ccc(CCNC(=O)CCC(=O)N2CC(C)Oc3ccc(Cl)cc32)cc1OC (stereo not given),-0.2%,5%
COc1ccc(N2CCN(C(=O)c3cccc(NS(=O)(=O)c4cccc(F)c4)c3)CC2)cc1,0.1%,-8%
Cc1ccc2c(c1)N(C(=O)CCC(=O)NCc1cccc(F)c1)CCO2,-0.1%,-7%
CCc1ccc(NC(=O)CSc2nc3ccccc3nc2N2CCCCC2)cc1,-1.4%,-1%
Cc1cc(C)n2nc(CNS(=O)(=O)c3ccc(F)c(C)c3)nc2n1,0.1%,0%
CC(=O)Nc1ccc(S(=O)(=O)Nc2ccn(Cc3ccccc3Cl)n2)cc1,0.6%,-2%
CCN(Cc1ccccc1)S(=O)(=O)c1cc2[nH]c(=O)c(=O)[nH]c2cc1C,2.6%,21%
COc1cc(C2/C(=C(\O)c3ccc4c(c3)CC(C)O4)C(=O)C(=O)N2CC2CCCO2)cc(OC)c1OC (stereo not given),-0.3%,-9%
Cn1c2ccc(F)cc2c2nnc(SCCN3CCCCC3)nc21,-0.1%,-3%
Cn1cc(Cl)c(C(=O)OCC(=O)Nc2ccc(S(N)(=O)=O)cc2)n1,0.1%,-3%
Cc1ccc2ncc(S(=O)(=O)c3ccccc3)c(N3CCCCC3C)c2c1 (stereo not given),-0.3%,0%
O=C(c1ccc(NC2=NC3CS(=O)(=O)CC3S2)cc1)N1CCN(c2ccc(F)cc2)CC1 (stereo not given),0.3%,-1%
N#Cc1nc(-c2ccccc2F)oc1N1CCCCC1,-1.4%,11%
CCc1ccccc1NC(=O)CCC(=O)N1CCSc2ccccc21,-0.6%,10%
COc1ccc(CCNC(=O)C(=O)NCC2OCCN2S(=O)(=O)c2ccc(C)cc2)cc1OC (stereo not given),-1.3%,0%
COCc1cc(CNC(=O)C2CCC(=O)N(Cc3cccc(OC)c3)C2)[nH]n1 (stereo not given),0.1%,3%
COc1ccccc1CNC(=O)[C@H](CCSC)NC(=O)[C@@H]1Cc2ccccc2CN1,-0.8%,-2%
CCOC(=O)C1CCCCN1S(=O)(=O)c1cc2c(cc1C)NC(=O)CO2 (stereo not given),-0.8%,6%
CCCc1ccc(Oc2cc(NN3CCCCC3)c([N+](=O)[O-])cc2[N+](=O)[O-])cc1,-0.3%,4%
COc1ccccc1P(=O)(Cc1ccccc1[N+](=O)[O-])c1ccccc1 (stereo not given),-1.1%,7%
COc1ccc(Cn2c(=N)c(C(=O)NCC3CCCO3)cc3c(=O)n4ccccc4nc32)cc1 (stereo not given),-1.1%,10%
CCOc1ccccc1NC(=S)NC1CC2CCC1C2 (stereo not given),-2.0%,-1%
CN(C)N1C(N)=C(C#N)C(c2cccc([N+](=O)[O-])c2)C2=C1CC(C)(C)CC2=O (stereo not given),-0.3%,6%
CC(=O)N/C(=C\c1ccc2c(c1)OCO2)C(=O)NC(C(=O)O)c1ccccc1 (stereo not given),0.5%,-4%
CCOC(=O)Cc1csc(NC(=O)CN2C(=O)c3ccccc3C2=O)n1,0.1%,-3%
COc1cc(NC(=O)c2cc3c(CO)cnc(C)c3oc2=Nc2cccc(C(N)=O)c2)cc(OC)c1,0.2%,-4%
CCOC(=O)N1CCN(C(=O)c2cn(C)c3ccc(S(=O)(=O)N(CC)CC)cc3c2=O)CC1,0.2%,2%
Cn1c(-c2ccc(F)cc2)cnc1NCc1ccc(F)cc1F,-0.9%,-2%
O=C(Nc1n[nH]c(=S)s1)c1ccco1,0.0%,13%
COc1cc(/C=C2\CCC(C3CCCC3)C2=O)cc(OC)c1OC (stereo not given),-1.2%,0%
COc1cc(OC)c(OC)cc1/C=C1\CCC/C(=C\c2cc(OC)c(OC)cc2OC)C1=O,1.7%,6%
CC(=O)c1ccc(N2CCN(S(=O)(=O)c3ccc4c(c3)CC(=O)N4)CC2)cc1,-0.2%,5%
COC(=O)c1ccccc1S(=O)(=O)NCc1nc2nc(C)cc(C)n2n1,-0.1%,-1%
Cc1c2cnn(CC(=O)NCCN3CCOCC3)c(=O)c2c(C)n1Cc1ccccc1,0.2%,3%
O=C(CCc1nnc2n(Cc3ccc(F)cc3)c(=O)c3ccccc3n12)NCCN1CCOCC1,-0.4%,-2%
COc1ccc(CCN2CCCn3c2nc2c3c(=O)n(C)c(=O)n2C)cc1OC,0.7%,2%
Cc1ccc(C)c(NC(=O)C2CCCN(S(=O)(=O)c3ccc4[nH]c(=O)ccc4c3)C2)c1 (stereo not given),1.4%,3%
COc1ccc(S(=O)(=O)N2CCN(Cc3cccnc3)CC2)cc1,-0.1%,5%
Cc1oc(-c2cccc(Cl)c2)nc1CS(=O)(=O)CC(=O)NCCCN1CCOCC1,-0.9%,6%
CCOc1cc(C(=O)NC(CC(=O)O)c2ccc(OC3CCCC3)cc2)cc(OCC)c1OCC (stereo not given),-0.4%,3%
Cc1cc2c(cc1S(=O)(=O)NCC(C)c1ccccc1)n(C)c(=O)c(=O)n2C (stereo not given),-0.9%,0%
O=C(c1cc(-c2ccccc2)n[nH]1)N1CCN(S(=O)(=O)c2ccccc2)CC1,-0.1%,-1%
CC1CN(C(=O)c2cc(S(=O)(=O)N3CCCC3)ccc2Cl)CC(C)O1 (stereo not given),-0.8%,11%

(listing goes on)
compound,West Nile virus CPE,Siah-1 displacement
CCc1cc2c(=O)c(-c3nc4ccccc4n3C)coc2c(CN2CCCCC2)c1O,-0.3%,4%
CCOC(=O)C1=C(C)N(CCCCCC(=O)O)C(=O)NC1c1ccc(Br)cc1 (stereo not given),-0.4%,3%
CCN(CC)C(=O)c1ccc(COc2ccccc2Cl)o1,-1.2%,3%
CC1(C)OC2C(O1)[C@@H](CO)O[C@H]2n1cnc2c(N)ncnc21 (stereo not given in full),0.2%,4%
Cc1cccc(OCC(=O)Nc2nnc(S(=O)(=O)N3CCC(C)CC3)s2)c1,-0.1%,7%
COc1ccc(CN2CCN(c3nc4ccccc4s3)CC2)cc1,-0.3%,15%
Cc1ccc(S(=O)(=O)Cc2ccc(C(=O)N3CCN(c4cccc(C)c4C)CC3)o2)cc1,-1.1%,5%
Cn1c(=O)[nH]c(=O)c2c1[nH]c(=S)n2CCCc1ccccc1,0.2%,-6%
O=C(COc1ccccc1)Nc1nnc(S(=O)(=O)Nc2ccccc2)s1,-0.3%,0%
COc1cccc(NC(=O)CN2C(=O)CSc3nc(C)cc(C)c32)c1,-0.6%,3%
CCCN1CCN(C(=O)c2noc3c2COc2ccc(C)cc2-3)CC1,-1.6%,-3%
COc1ccccc1OCc1nnc(SCC(=O)N2CCCCC2)o1,-0.4%,3%
N#CCN(N=Nc1ccccc1)c1ccccc1,-0.6%,-5%
COc1ccc(N(Cc2cc(=O)[nH]c3ccccc23)C(C)=O)cc1,-0.1%,1%
CCc1nn(CC(=O)N2CCN(CC)CC2)c(=O)c2cc3sccc3n12,-0.4%,-2%
COc1ccc(-c2noc(N3CCC(C(=O)Nc4ccc(OC)c(OC)c4)CC3)n2)cc1,-0.8%,-2%
CCOc1ccc(C(=O)N/N=C/c2c(C)[nH]c(=O)[nH]c2=O)cc1,0.6%,2%
COc1cccc(CNc2nc3ccccc3n2C(C)C)c1O,-1.2%,-4%
COC(=O)c1cc(S(=O)(=O)N2CCN(c3cccc(C)c3C)CC2)c[nH]1,-0.5%,-1%
O=C(CCC(=O)N1CCSc2ccccc21)NCc1ccccc1,-0.4%,19%
Cc1c(CC(=O)O)c(=O)oc2cc(OCc3ccc(Br)cc3)ccc12,-1.2%,3%
COc1cc(/C=N/Nc2cc(C)nc(NS(=O)(=O)c3ccccc3)n2)ccc1O,0.1%,-8%
CCCN(CCC)c1nc2c(C)cccn2c(=O)c1/C=C1/SC(=S)N(Cc2ccco2)C1=O,?,4%
Cn1c(=O)c2c(nc(CN3CCN(CCO)CC3)n2Cc2ccccc2Cl)n(C)c1=O,-0.3%,6%
O=C(c1ccc2c(=O)n3c(nc2c1)CCCCC3)N1CCN(c2cccc(Cl)c2)CC1,-0.8%,-2%
COc1ccc(OC)c(NC(=O)c2cc(S(=O)(=O)N3CCCCC3)c[nH]2)c1,-0.8%,3%
CC(C)c1cc(C(=O)N2CCCC(N3CCN(c4ccc(F)cc4)CC3)C2)n(C)n1 (stereo not given),-0.3%,3%
COc1cccc(CNS(=O)(=O)c2cc3c(cc2C)n(C)c(=O)c(=O)n3C)c1,0.8%,3%
O=C(c1cccc(Cl)c1)N(Cc1ccco1)C1CCS(=O)(=O)C1 (stereo not given),0.0%,-1%
CC1CCCCN1CCNC(=O)CCc1nnc2n(Cc3ccccc3)c(=O)c3ccccc3n12 (stereo not given),-0.4%,4%
Cn1nc(C(=O)N2CCC(C(N)=O)CC2)c2c1-c1ccccc1SC2,-0.8%,6%
Cc1ccc(NC(=O)CCC(=O)N2CCOc3ccccc32)c(Cl)c1,-1.1%,-7%
CCOc1ccc(NC(=O)CSc2nc3ccccc3nc2N2CC(C)OC(C)C2)cc1 (stereo not given),0.0%,0%
COc1cc2c(cc1OC)CN(Cc1cc(OC)c3c(c1)OCO3)CC2,0.2%,-3%
Cc1noc(C(=O)N2CCN(c3ccccc3)CC2)c1Cl,-0.4%,2%
C=CCN(c1ccccc1)S(=O)(=O)c1cc2c(cc1C)N(C)CCO2,-1.1%,-7%
CC1CCCN(C(=O)CCS(=O)(=O)c2cc3c(cc2Cl)NC(=O)CO3)C1 (stereo not given),-0.2%,-4%
COc1ccc(OC)c(C2C(C#N)=C(N)N(N(C)C)C3=C2C(=O)CC(C)(C)C3)c1 (stereo not given),-0.5%,-1%
CC(=O)N1c2ccc(S(=O)(=O)N3CCCC3C(=O)NCc3ccc(Cl)cc3)cc2CC1C (stereo not given),-1.0%,11%
CCN1CCN(C(=O)c2ccc3c(c2)N(Cc2ccccc2)C(=O)c2ccccc2S3=O)CC1 (stereo not given),-0.7%,2%
CN1C(=O)C(C)(C)c2cc(S(=O)(=O)NCC(=O)NCc3ccccc3)ccc21,-0.4%,-3%
Cc1cccc(NS(=O)(=O)c2nnc(NC(=O)c3ccc(C)c(C)c3)s2)c1,-0.3%,8%
COc1ccc(C)cc1NC(=O)CSc1nc2ccccc2nc1N1CCCC1,0.4%,6%
NC(=O)CC(NC(=O)Cc1ccc(Cl)cc1)c1ccc(NC2CCCCCC2)c([N+](=O)[O-])c1 (stereo not given),-0.8%,0%
O=S1(=O)CCOCCCN1Cc1cccc(C(F)(F)F)c1,-0.6%,3%
CN1CCSc2ccc(C(=O)NCc3ccccc3)cc21,-0.2%,2%

Pulled by structure from the list above, 3 records:
compound,West Nile virus CPE,Siah-1 displacement
Cn1nc(C(=O)N2CCC(C(N)=O)CC2)c2c1-c1ccccc1SC2,-0.8%,6%
CN1CCSc2ccc(C(=O)NCc3ccccc3)cc21,-0.2%,2%
Cc1cccc(NS(=O)(=O)c2nnc(NC(=O)c3ccc(C)c(C)c3)s2)c1,-0.3%,8%

Source: PubChem BioAssay (several laboratories)
